# ERp5 inh – inhibitors of ERp5-driven insulin aggregation, primary screen, biochemical, turbidity, absorbance 650 nm, single point; Protein disulfide-isomerase A6 (Homo sapiens), Q15084; 90 min; inhibition, % at 9.99 µM; hit rate 0.05% among 350,000;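 active means mean replicate inhibition above about 25%, with every replicate also reaching it, limit read from the data, passing the limit was not always enough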
# Target sequence (Q15084 whole entry, looked up): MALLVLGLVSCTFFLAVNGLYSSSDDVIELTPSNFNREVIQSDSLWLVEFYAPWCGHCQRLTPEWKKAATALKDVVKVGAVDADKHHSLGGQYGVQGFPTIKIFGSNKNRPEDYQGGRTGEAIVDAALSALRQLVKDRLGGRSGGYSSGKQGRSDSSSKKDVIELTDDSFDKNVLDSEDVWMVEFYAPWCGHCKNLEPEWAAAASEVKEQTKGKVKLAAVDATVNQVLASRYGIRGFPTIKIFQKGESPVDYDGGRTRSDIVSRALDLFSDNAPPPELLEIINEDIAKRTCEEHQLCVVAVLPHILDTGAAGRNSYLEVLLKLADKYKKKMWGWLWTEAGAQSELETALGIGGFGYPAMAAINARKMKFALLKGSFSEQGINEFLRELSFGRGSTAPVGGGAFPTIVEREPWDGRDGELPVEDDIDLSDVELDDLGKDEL
# miR-122 sensor – miR-122 Renilla sensor signal increase in Huh7, primary screen, miR-122 inhibitor project, cell-based, single point, plate reader; Huh7 miR-122 Renilla luciferase sensor, 48 h; neutral wells = 0, positive control = 100; activation (reporter increase), % at 12.5 µM; hit rate 0.3% among 340,000; AID 602342, 2012;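 active means mean replicate activation score at least 90 and every replicate individually at or above 90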;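 further: higher luciferase means less miR-122 activity so hits act as miR-122 inhibitors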
# F508del corr – F508del CFTR correction, initial screen, CFBE line, single point; CFBE cells, YFP halide quenching; stimulated with forskolin plus potentiator P3; % fluorescence drop versus neutral controls; activity (quench increase), % at 7.58 µM; hit rate 0.36% among 350,000;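 active means mean added fluorescence quench of at least 8% versus neutral control, with both replicates also reaching 8%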;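 further: cells transiently co-express mutant CFTR-F508del with the halide-sensitive YFP; corrector assay measuring rescue of mutant channel to the surface after 24 h compound exposure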
# DENV2 CPE rescue – inhibitors of DENV2 cytopathic effect, primary screen, cell-based, plate reader, single concentration; DENV2-infected cells, cytopathic effect rescue; CPE inhibition, % at 9.99 µM; hit rate 1.7% among 350,000; AID 651640, 2012; in the data active means CPE inhibition above about 20%, passing the limit was not always enough; tested in BHK-21 cells;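 further: 0% = median of neutral control wells and 100% = median of positive control wells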
# SIRT5 inh – SIRT5 desuccinylase inhibitors, primary screen, biochemical, fluorescence imaging, single point, set 5. Purified SirT5, succinyl-peptide AMC, trypsin-coupled fluorescence. inhibition, % at 15 µM. hit rate 1.1% among 330,000; in the data active means inhibition above about 15%
# CASP6 VEID inh – human caspase-6 inhibitors, primary screen, biochemical, VEID-R110 fluorescence, single point, set 2 | inhibition, % at 12.5 µM | P55212 | purified caspase-6, Z-VEID-R110 cleavage fluorescence | hit rate 0.53% among 350,000;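 active means mean inhibition across replicates at least about 35%, with every replicate also reaching that limit, limit read from the data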;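 further: 0% = median of neutral control wells and 100% = no fluorescence left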
# ERAP1 HTS inh – human ERAP1 aminopeptidase inhibitors, primary screen, biochemical, single point, plate reader; Endoplasmic reticulum aminopeptidase 1 (Homo sapiens), Q9NZ08; recombinant ERAP1, Leu-AMC fluorescence, 60 min; inhibition, % at 10.7 µM; hit rate 0.15% among 340,000;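 active means mean replicate inhibition of at least 30%, or all replicates individually reaching that 30% level; inactive means mean below 30% and not every replicate reaching it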;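 further: 0% = neutral control wells and 100% = L-leucinethiol positive control wells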
# An asterisk follows results filed as active; nt = no result given.
SMILES,ERp5 inh,miR-122 sensor,F508del corr,DENV2 CPE rescue,SIRT5 inh,CASP6 VEID inh,ERAP1 HTS inh
CCOC(=O)c1cc([N+](=O)[O-])sc1N,2,nt,2.7,11,-1,-4,-2
Cn1nc(Cc2n[nH]c(=S)n2C)c2ccccc2c1=O,1,nt,-1.9,-5,1,0,5
COc1ccc(NC(=O)CN2C(=O)NC3(CCCc4ccccc43)C2=O)c(OC)c1 (stereo not drawn),14,1,-3.7,7,-3,0,4
O=C(NCCN1CCC(Cc2ccccc2)CC1)C1CCN(S(=O)(=O)N2CCC3(CC2)OCCO3)CC1,4,nt,-1.2,-2,-3,-13,-1
C[C@H](NC(=O)[C@H](Cc1ccccc1)NC(=O)c1cc2cc(Cl)ccc2n1C)C(=O)O,-4,nt,0.4,-4,0,18,5
CCC/C(O)=C1\C(=O)CC(c2ccccc2)CC1=NCCc1c(C)[nH]c2ccc(C)cc12 (stereo not drawn),-8,7,-3.0,-1,-2,-2,5
O=C(NC1CCCCC1)[C@H]1[C@H](CO)[C@H]2Cn3c(ccc(-c4ccccc4)c3=O)[C@@H]1N2,-2,nt,0.3,6,-30,-1,-6
Cn1cc(/C=C/C(=O)N2CCCC(C(=O)c3ccc(C(F)(F)F)cc3)C2)cn1 (stereo not drawn),-2,nt,-1.2,2,-3,3,0
O=C(NCCCN1CCOCC1)c1cc(-c2ccco2)nc2ccccc12,-9,nt,2.8,-1,-21,-1,0
Cc1ccc(C2=NN(CCC#N)C(=O)CO2)cc1,3,-1,0.9,7,-1,1,1
Cc1noc(NS(=O)(=O)c2ccc(NC(=O)c3cc(S(=O)(=O)N(C)c4ccccc4)ccc3Cl)cc2)c1C,0,-6,1.8,5,1,2,-12

# Two neighbouring entries from above, for reference:
SMILES,ERp5 inh,miR-122 sensor,F508del corr,DENV2 CPE rescue,SIRT5 inh,CASP6 VEID inh,ERAP1 HTS inh
CCOC(=O)c1cc([N+](=O)[O-])sc1N,2,nt,2.7,11,-1,-4,-2
Cn1nc(Cc2n[nH]c(=S)n2C)c2ccccc2c1=O,1,nt,-1.9,-5,1,0,5

# Pulled by compound from above:
SMILES,ERp5 inh,miR-122 sensor,F508del corr,DENV2 CPE rescue,SIRT5 inh,CASP6 VEID inh,ERAP1 HTS inh
COc1ccc(NC(=O)CN2C(=O)NC3(CCCc4ccccc43)C2=O)c(OC)c1 (stereo not drawn),14,1,-3.7,7,-3,0,4
Cn1nc(Cc2n[nH]c(=S)n2C)c2ccccc2c1=O,1,nt,-1.9,-5,1,0,5
Cn1cc(/C=C/C(=O)N2CCCC(C(=O)c3ccc(C(F)(F)F)cc3)C2)cn1 (stereo not drawn),-2,nt,-1.2,2,-3,3,0
O=C(NCCN1CCC(Cc2ccccc2)CC1)C1CCN(S(=O)(=O)N2CCC3(CC2)OCCO3)CC1,4,nt,-1.2,-2,-3,-13,-1

# A few values from above.
# C[C@H](NC(=O)[C@H](Cc1ccccc1)NC(=O)c1cc2cc(Cl)ccc2n1C)C(=O)O @ F508del corr: 0.4
# Cc1ccc(C2=NN(CCC#N)C(=O)CO2)cc1 @ miR-122 sensor: -1
# CCOC(=O)c1cc([N+](=O)[O-])sc1N @ CASP6 VEID inh: -4

# From PubChem BioAssay
